TDP1 inh: inhibitors of human tyrosyl-DNA phosphodiesterase TDP1; recombinant TDP1, AlphaScreen DNA substrate cleavage; Potency, µM (titrated, usually from 130 µM), for inactives: top-dose activity change, negative = inhibition, most hits filed as inhibitors; 0.28% of 350,000 active; AID 485290; also: nearly all actives have a fitted effect of over 40% in size
Target sequence (Q9NUW8 whole entry, looked up): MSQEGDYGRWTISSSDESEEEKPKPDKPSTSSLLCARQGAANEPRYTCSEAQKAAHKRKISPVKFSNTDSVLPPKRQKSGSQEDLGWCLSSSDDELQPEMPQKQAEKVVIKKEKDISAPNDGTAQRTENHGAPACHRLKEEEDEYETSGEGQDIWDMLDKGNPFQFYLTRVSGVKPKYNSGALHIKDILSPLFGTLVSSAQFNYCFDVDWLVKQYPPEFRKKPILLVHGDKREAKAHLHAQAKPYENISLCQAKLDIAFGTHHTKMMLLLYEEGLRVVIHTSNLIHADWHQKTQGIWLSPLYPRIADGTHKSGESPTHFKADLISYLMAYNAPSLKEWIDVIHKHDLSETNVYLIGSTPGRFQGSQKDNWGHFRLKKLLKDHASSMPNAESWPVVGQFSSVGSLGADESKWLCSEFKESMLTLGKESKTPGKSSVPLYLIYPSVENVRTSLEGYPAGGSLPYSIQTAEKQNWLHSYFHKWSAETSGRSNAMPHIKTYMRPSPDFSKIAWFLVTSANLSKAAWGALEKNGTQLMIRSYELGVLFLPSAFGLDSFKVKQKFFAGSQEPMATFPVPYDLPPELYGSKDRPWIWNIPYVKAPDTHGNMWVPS
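Compounds were preincubated with Tdp1 (1 nM final) for 15 min at room temperature before substrate (15 nM final) started a 5 min reaction; beads (10 ug/ml final) were then added for 10 min before AlphaScreen detection.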
TDP1 cell CPT: growth inhibition of DT40 Tdp1-/-;hTDP1 cells with camptothecin (screen for TDP1 inhibitors). 12% of 420,000 active. chicken DT40 Tdp1-/-;hTDP1 cells + 20 nM CPT, ATP luminescence, 48 h. Potency, µM (series often up to 46.2 µM), inactives show at the top dose activity change, negative = growth inhibition, hits mostly inhibitors; also: nearly all actives have a fitted effect of over 55% in size
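Cell growth measured by CellTiter-Glo luminescence after a minimum 48 h, 37 C compound exposure with 20 nM CPT in Tdp1-knockout DT40 cells stably expressing hTDP1, seeded 400/well; qHTS titration format.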
TDP1 cell noCPT: qHTS for Inhibitors of human tyrosyl-DNA phosphodiesterase 1 (TDP1): qHTS in cells in absence of CPT | DT40 Tdp1-/- hTDP1 cells, no CPT, ATP luminescence, 48 h | Potency, µM (top dose mostly 46.2 µM), for inactives: top-dose activity change, negative = growth inhibition, usual class: inhibitors | 15% of 420,000 active | AID 686978, 2013; also: nearly all actives have a fitted effect of over 55% in size
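Seeded 400 DT40-hTDP1 cells/well (vehicle DMSO, no 20 nM CPT); pinned compounds; ≥48 hr at 37 °C; CellTiter-Glo luminescence as viability measure.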
* hit, by the source's call; ? = inconclusive; nt = no result given; & = joins results of further samples; ! = not active in a repeat; [ ] = dose if it differs, or a comment. Calls follow the shape of the dose curve; as a rule, active = well fitted curve in the direction sought with a large enough effect; inconclusive = small, poorly fitted or top-dose-only effect, or another doubt; inactive = no such curve, though single readings can be large; an effect the other way counts as inactive or inconclusive. % is scaled to controls: 0 for no effect and ±100 for the full control effect; potency is read from the fitted curve at half-maximal effect.

compound | TDP1 inh | TDP1 cell CPT | TDP1 cell noCPT
O=C(N/N=C/c1cc(Cl)ccc1O)c1ccncc1 | 13% | 5.8µM* | 3.3µM*
Cc1ccc(S(=O)(=O)c2nc(S(C)(=O)=O)sc2N2CCN(C)CC2)cc1 | 3% | -12% | -4%
CC(C)CCNC(=O)c1ccc(C2SCC(=O)N2Cc2ccco2)cc1 (stereo not given) | 4% | -23% | ?
O=C(C[C@H]1CC[C@H]2[C@@H](COC[C@@H](O)CN2Cc2cc(F)ccc2F)O1)NCc1ccc(Cl)cc1 | nt | ? | ?
Cn1c(=O)cc(OCCCC(=O)Nc2ccc3c(c2)OCCO3)c2ccccc21 | -1%[56.1 µM] | ? | ?
O=C(Cn1cc(SCc2ccccc2F)c2ccccc21)N1CCCCCC1 | -3% | 23µM* | ?
O=C(Nc1cccc(C(=O)Nc2ccccc2C(=O)O)c1)c1cccc(Cl)c1 | nt | -4% | -3%
Cc1cc(C)cc(-n2c(C)cc(C=C(C#N)C#N)c2C)c1 | 2% | ? | -17%
Cc1nccn1CC(=O)c1ccccc1 | nt | 1% | -5%
CC(=O)c1c(C)[nH]c(C(=O)NCc2ccc(C)cc2)c1C | 6% | ? | -28%
CC1=C(c2ccc(C(C)C)cc2)S(=O)(=O)N=C1N1CCN(c2ccc(F)cc2)CC1 | -3% | 21µM* | 10µM*
CC1Sc2ccc(S(=O)(=O)CCC(=O)N3CCCC3)cc2NC1=O (stereo not given) | -5% | -4% | 25%

Remaining list, next part.
compound | TDP1 inh | TDP1 cell CPT | TDP1 cell noCPT
CC(=O)N1CCc2cc(S(=O)(=O)NC(Cc3ccccc3)C(=O)Nc3cc(C)cc(C)c3)ccc21 (stereo not given) | 2% | ? | ?
Cc1ccc(NCC(=O)N=Nc2c(O)n(C)c3ccccc23)cc1 | 10% | -19% | -10%
CC(C)c1ccc2oc(=O)cc(CN3CCCCC3)c2c1 | nt | 29µM* | 23µM*
FC(F)(F)c1ccc(C2[C@H]3CN(CC4CCCCC4)[C@H](c4ccccc4)C34CC2(c2cccnc2)C4)cc1 (stereo not given in full) | 9%&1% | ? | 16µM*
COCCN(C(=O)Nc1ccccc1)c1ccccc1 | 1% | -5% | ?
CN1C[N+]([O-])=C(c2ccccc2)C1(C)C | 2% | -11% | 1%
O=[N+]([O-])c1cc(S(=O)(=O)N2CCCC2)ccc1N/N=C/c1cccs1 | -1% | -1% | -16%
Cc1ccc(/C=C2\SC(=O)N(CCNC(=O)C3CSC4(C)CCC(=O)N34)C2=O)cc1 (stereo not given) | 2% | ? | 15µM*
O=C(CN1CCN(S(=O)(=O)c2cccc(Cl)c2)CC1)NCC1(N2CCOCC2)CCCCC1 | 1% | ? | ?
C=CCCC(=O)N1C[C@H]2CON(C)[C@H]2C[C@H]1c1cccc(Oc2ccccc2)c1 | nt | ? | ?
Cc1oc(C(=O)O)cc1CSCc1cc(C(=O)O)c(C)o1 | nt | ? | -27%
COc1cccc(CN2Cc3cccc4c3[C@H](C=CC4)CC2=O)c1 | nt | ? | ?

(list continues)
compound | TDP1 inh | TDP1 cell CPT | TDP1 cell noCPT
COc1ccccc1C(=O)Nc1ccc2c(c1)nc1n2CCSC1 | 6% | ? | ?
Cc1ccc(-n2c(=O)c3c4c(sc3n(Cc3ccccc3F)c2=O)CCC4)cc1C | 6% | -18% | -3%
O=[N+]([O-])c1ccc(OCC(O)CN2CCN(c3ccccc3F)CC2)cc1 (stereo not given) | -3% | ? | ?
COc1ccc(C(=O)NC(=S)NNC(=O)CNC(=O)C2CCCCC2)cc1 | 5% | 2% | -22%
COC(CN(C)C(=O)C1CCCN(S(=O)(=O)c2ccc3c(c2)oc(=O)n3C)C1)OC (stereo not given) | 0% | 12% | 24%
Cc1ccc(C(=O)O/N=C/c2c(C)nn(C)c2Cl)cc1 | 2% | 0% | -16%
Cc1c(C(=O)N2CCN(c3ccccc3F)CC2)sc2nc(-c3ccccc3)cn12 | 0% | ? | ?
CC(=O)Nc1ccc(N(C(=O)CNC(=O)c2cccs2)C(C(=O)NCC2CCCO2)c2ccccc2)cc1 (stereo not given) | 6% | 20% | -7%
Cc1csc(-c2cnn(-c3ccccc3)c2NC(=O)c2cccc(F)c2)n1 | 4% | 1% | -21%
O=c1c2[nH]cnc2n(-c2ccc(F)cc2)c(=O)n1Cc1ccccc1 | nt | -27% | 0%
COC(=O)c1ccc(CN2CCOc3ccc(CN4CCC(O)(c5cccnc5)CC4)cc3C2)cc1 | nt | -3%[9.04 µM] | ?
Cc1ccc(Nc2c(-c3ccc(N4CCOCC4)cc3)nc3cnccn23)cc1 | 3% | ? | ?

Other records
Every second line gives: TDP1 inh	TDP1 cell CPT	TDP1 cell noCPT
- N#CCN1CCCC(C(N)=O)C1 (stereo not given)
  -2%	8%	14%
- Cc1[nH]c(=S)sc1Cc1ccc(F)cc1
  8%	3%	?
- CC(C)c1ccc(NC(=O)c2snc3ccc(Cl)cc23)cc1
  6%	-94%	-87%
- CCCCN(CCCC)CCn1cnc2c([nH]c3ccc(OC)cc32)c1=O
  5%&-10%	?	?
- O=C(CCN1C(=O)COc2ccccc21)NCCN1CCc2ccccc2C1
  8%	-20%	-14%
- COc1ccc(NC(=O)c2cnn3c(C(F)(F)F)cc(-c4ccco4)nc23)cc1OC
  2%	?	?
- COc1cc(-c2nnc(NC(=O)CS(=O)(=O)c3ccc(C)cc3)o2)cc(OC)c1OC
  4%	-2%	-1%
- Cc1nonc1OCCn1nnnc1N
  0%	-7%	-2%
- Cc1ccc(S(=O)(=O)N2CCOCC2)cc1C(=O)OC(C)C(=O)NC1CCCC1 (stereo not given)
  1%	6%	8%
- COC(=O)c1ccc(CN2CCC(CO)(CCOc3ccccc3)CC2)cc1
  nt	-28%	2%
- CCOc1ccc(N2C(=O)C3C(c4ccc(OC)cc4OC)NC(CCSC)(C(=O)OC)C3C2=O)cc1 (stereo not given)
  nt	-9%	-4%
- COc1ccc(N=C(NN)c2ccc3ccccc3n2)cc1
  6%	-27%	?
- O=C(Cn1nnc(-c2ccccc2)n1)N1CCN(c2ccc(F)cc2)CC1
  6%	10%	-1%
- CCNC(=S)NNC(=O)CCn1cc(C)cn1
  0%	-7%	-23%
- COc1c(C)cc(Br)cc1C(=O)Nc1ccccc1C
  -12%	?	?

Quoted from the listing:
Value of Cc1[nH]c(=S)sc1Cc1ccc(F)cc1 in TDP1 inh: 8%
Value of N#CCN1CCCC(C(N)=O)C1 (stereo not given) in TDP1 cell noCPT: 14%
Value of COc1ccc(N=C(NN)c2ccc3ccccc3n2)cc1 in TDP1 inh: 6%

Next compounds
Every second line gives: TDP1 inh	TDP1 cell CPT	TDP1 cell noCPT
- Cn1c(N)c(C(=O)COC(=O)CCC(=O)c2cccs2)c(=O)n(C)c1=O
  -2%	-9%	-16%
- OC(CN1CCCCC1)c1ccc(Br)cc1 (stereo not given)
  nt	-18%	-8%
- OCCN(CCO)CC(O)COc1ccc(C23CC4CC(CC(C4)C2)C3)cc1 (stereo not given)
  0%	7.3µM*	7.3µM*
- CCCCCCc1ccc(OCC(=O)O)cc1OCC(=O)O
  1%	-1%	0%
- CN(C)CCCNc1nc(-c2ccc(Cl)cc2)nc2ccccc12
  nt	?	?
- Cc1ccc(NS(=O)(=O)c2ccc(CCC(=O)NCCO)cc2)cc1
  4%	-23%	-24%
- CCCCC1(COC(=O)CCC(=O)O)C(=O)N(c2ccccc2)N(c2ccccc2)C1=O
  6%	0.0023µM*!	?
- CC1CCc2nc3ncn(Cc4cccc(F)c4)c(=O)c3cc2C1 (stereo not given)
  3%	?	?
- C[C@H](NC[C@H](O)CP(=O)(O)CC1CCCCC1)c1ccc(Cl)c(Cl)c1
  7%	2%&2%	10%&-15%
- COc1ccc(CN2C(=NC(=O)COc3ccccc3)SC3CS(=O)(=O)CC32)cc1 (stereo not given)
  4%	-7%	-26%
- COc1ccc2c(c1)CC(C(=O)Nc1cccc(C)c1C)CO2 (stereo not given)
  -1%	-22%	-20%
- Cc1ccc(S(=O)(=O)Nc2ccc(NC(=O)Nc3ccc(F)cc3F)cc2)cc1
  4%	?	?
- O=C(NCC(c1cccs1)N1CCOCC1)c1ccccc1NS(=O)(=O)c1ccc(Br)cc1 (stereo not given)
  4%	?	15µM*
- COc1cc(OC)cc(C(=O)NCC2CCCN(C(=O)c3csc(C)n3)C2)c1 (stereo not given)
  4%[56.1 µM]	-2%	9%
- O=C(NCc1ccc(Cl)cc1)C1CCN(c2ncnc3c2nc2n3CCCCC2)CC1
  2%	1%	-2%

By substructure: those above containing an NH in an aromatic ring (4)
Every second line gives: TDP1 inh	TDP1 cell CPT	TDP1 cell noCPT
- CC(=O)c1c(C)[nH]c(C(=O)NCc2ccc(C)cc2)c1C
  6%	?	-28%
- O=c1c2[nH]cnc2n(-c2ccc(F)cc2)c(=O)n1Cc1ccccc1
  nt	-27%	0%
- Cc1[nH]c(=S)sc1Cc1ccc(F)cc1
  8%	3%	?
- CCCCN(CCCC)CCn1cnc2c([nH]c3ccc(OC)cc32)c1=O
  5%&-10%	?	?

Further records.
Every second line gives: TDP1 inh	TDP1 cell CPT	TDP1 cell noCPT
- Cn1c(-c2ccc3c(c2)OCO3)cnc1NCc1ccc(Cl)cc1
  10%	?	18µM*
- CN(N=O)c1ccc(/C=C/c2ccccc2)cc1
  nt	?	-17%
- CCN(CC)CCN1C(=O)C2C(C(=O)Nc3cccc(SC)c3)C3C=CC2(O3)C1C(=O)NC1CCCC(C)C1C (stereo not given)
  -16%	?	?
- Cc1ccc(Cl)cc1NC(=O)c1ccc(-c2nc(CSc3ccccc3)c(C)o2)cc1
  -6%	9.2µM*	6.5µM*
- CCc1nc2ccccc2n1Cc1ccccc1F
  3%	?	?
- CCOC(=O)C1CCCc2c1[nH]c1c(C(N)=O)cccc21 (stereo not given)
  -1%	-6%	-19%
- CCN(CC)S(=O)(=O)c1cccc(C(=O)NC(C(=O)NC2=NCCS2)C(C)C)c1 (stereo not given)
  6%	-20%	?
- COc1ccc(C)c2sc(N(CCCN(C)C)C(=O)c3ccc(S(=O)(=O)N(C)C)cc3)nc12
  -1%	?	-10%
- CCc1ccc(N(C(=O)c2snc(C(N)=O)c2N)C(C(=O)NC2CCCC2)c2ccco2)cc1 (stereo not given)
  3%	?	?
- OCC1(CCOc2ccccc2)CCN(Cc2nc3ccc(F)cc3[nH]2)CC1
  0%	?	?
- Cc1c(C(=O)NCCC2=CCCCC2)cccc1[N+](=O)[O-]
  -2%	?	?
- COc1cc(/C=C2\C(=N)N3N=C(S(C)(=O)=O)SC3=NC2=O)cc(OC)c1OCCOc1ccc(C)cc1
  nt	-5%	-12%
- Cc1ccc(S(=O)(=O)NC2(C(=O)O)CCCCC2)cc1
  -2%	-8%	0%
- CCCCNC(=O)c1nc(-c2cccs2)oc1-c1ccc(Cl)cc1
  nt	?	15µM*
- COC(=O)C1=C(C(=O)OC)C2(OC1c1ccc(Br)cc1)C(=O)c1ccccc1C2=O (stereo not given)
  -5%	-7%	10%

Later entries.
Every second line gives: TDP1 inh	TDP1 cell CPT	TDP1 cell noCPT
- COc1ccccc1C(=O)NC(CCSC)C(=O)NNC(=O)c1ccncc1 (stereo not given)
  5%	0%	4%
- O=C1/C(=C\c2c(NCCOCCO)nc3ccccn3c2=O)SC(=S)N1Cc1ccco1
  nt	-5%	2%
- CN(Cc1cccc(F)c1)C(=O)c1cccc(S(=O)(=O)N2CCN(Cc3ccccc3)CC2)c1
  5%	?	?
- Cc1cccc(N2CCN(C(=O)C(C)n3nc(C)n4c(cc5occc54)c3=O)CC2)c1C (stereo not given)
  3%&9%	?	18µM*
- COC(=O)C1=C(C(=O)OC)[C@]2([C@@H]3CCCCN[C@@H](Cc4ccccc4)C(=O)N3Cc3ccccc3)C=C[C@H]1O2
  nt	15µM*	13µM*
- Oc1ccc(-c2nc3ccccc3nc2-c2ccc(O)cc2O)c(O)c1
  nt	-12%	?
- Cc1ccc2nc(-c3ccc(SCC(=O)N4CCc5ccccc54)nc3)[nH]c2c1
  0%	?	13µM*
- CC(C)N1CCc2c(sc(N)c2C#N)C1
  7%	?	?
- COc1ccccc1CNCC(=O)Nc1cc(S(=O)(=O)N2CCCCCC2)ccc1Cl
  1%	?	?
- CC(C)CCn1nnnc1CN1CCN(C(=O)c2ccco2)CC1
  2%	0%	?
- COc1ccc(NC(=O)CN2CCC(C)CC2)cc1
  2%	-1%	-7%
- Cc1c(CCCN)c2ccccc2n1Cc1ccccc1
  5%	?	16µM*
- COCCNC(=O)C(c1ccc(C)o1)N(Cc1ccc(F)cc1)C(=O)Cn1nnc2ccccc21 (stereo not given)
  -2%	2%	-15%

Arranged by formula weight (descending): some entries from above
Every second line gives: TDP1 inh	TDP1 cell CPT	TDP1 cell noCPT
- O=C1/C(=C\c2c(NCCOCCO)nc3ccccn3c2=O)SC(=S)N1Cc1ccco1
  nt	-5%	2%
- COc1ccccc1CNCC(=O)Nc1cc(S(=O)(=O)N2CCCCCC2)ccc1Cl
  1%	?	?
- COc1ccc(NC(=O)CN2CCC(C)CC2)cc1
  2%	-1%	-7%

Bioassay records from PubChem BioAssay.
